Rtt109 HAT inh = C. albicans Rtt109 histone acetyltransferase inhibition; purified Rtt109/Vps75, ThioGlo CoA-SH fluorescence, 4 h; 0.16% of 330,000 active; inhibition, % at 34.9 µM; Q5AAJ8;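 active = inhibition of at least 50% in every replicate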
Target sequence (Q5AAJ8 whole entry, looked up): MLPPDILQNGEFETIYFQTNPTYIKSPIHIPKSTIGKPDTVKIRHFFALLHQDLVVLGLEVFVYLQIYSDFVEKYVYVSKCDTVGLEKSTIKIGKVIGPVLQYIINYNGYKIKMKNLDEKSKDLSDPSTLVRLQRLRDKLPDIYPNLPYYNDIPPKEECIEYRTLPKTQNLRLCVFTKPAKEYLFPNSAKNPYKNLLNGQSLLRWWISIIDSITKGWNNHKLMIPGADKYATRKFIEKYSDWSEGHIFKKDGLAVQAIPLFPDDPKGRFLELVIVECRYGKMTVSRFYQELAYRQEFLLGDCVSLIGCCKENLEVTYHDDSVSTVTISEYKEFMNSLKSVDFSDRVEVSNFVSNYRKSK
SR-BI DiI inh = inhibitors of mouse SR-BI mediated HDL lipid uptake; ldlA[mSR-BI] CHO cells, DiI-HDL uptake fluorescence, 3 h; inhibition, % at 12.5 µM; 0.96% of 320,000 active; AID 488896;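 active = mean replicate inhibition of at least 70% and a set share of replicates each scoring 70 or more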;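 note: 0% = median of neutral control wells and 100% = median of positive control wells; values of inactives mirror those of a sister screen read the other way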
dFosB activator = enhances mouse delta FosB homodimer DNA binding; P13346; purified delta FosB, TAMRA-CDK5 oligo fluorescence polarization; percent of positive-control signal above neutral wells; activation, % at 25 µM; 0.99% of 340,000 active; AID 493131;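 active = mean activation above about 17%, with every replicate also reaching it, limit read from the data, passing the limit was not always enough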;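 note: fluorescence polarization rise as delta FosB binds a TAMRA Cdk5 AP-1 oligo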
Target sequence (P13346 whole entry, looked up): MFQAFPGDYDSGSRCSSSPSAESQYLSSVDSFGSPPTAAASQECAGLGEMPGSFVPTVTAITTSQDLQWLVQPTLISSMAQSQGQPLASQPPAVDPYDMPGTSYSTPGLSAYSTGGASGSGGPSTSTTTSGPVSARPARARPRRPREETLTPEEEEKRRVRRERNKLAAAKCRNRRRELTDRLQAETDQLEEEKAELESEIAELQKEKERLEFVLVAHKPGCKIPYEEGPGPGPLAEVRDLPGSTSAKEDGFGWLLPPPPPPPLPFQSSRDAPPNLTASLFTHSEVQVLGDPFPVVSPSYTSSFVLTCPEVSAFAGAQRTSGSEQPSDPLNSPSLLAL
MITF act = activators of MITF-driven TRPM1 promoter activity in SK-MEL-5 cells; activation, % at 12.5 µM; SK-MEL-5 TRPM1-promoter luciferase, 24 h; % of positive control, neutral wells = 0; AID 588334; 0.75% of 300,000 active;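 active = mean activation of at least 80% with every replicate also reaching 80%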;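 note: 0% = neutral control wells and 100% = parthenolide positive control wells; values of inactives mirror those of a sister screen read the other way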
PvdQ acylase = P. aeruginosa PvdQ acylase inhibition | AID 488965 | purified PvdQ acylase, fluorescence plate reader | inhibition, % at 10 µM | 0.063% of 340,000 active; in the data active = inhibition above about 30%, passing the limit was not always enough;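 note: 0% = vehicle neutral wells and 100% = reference inhibitor wells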
NSD2 inh = blocks human histone methyltransferase NSD2 | O96028 | NSD2 peptide methylation, AlphaScreen, 120 min | inhibition, % at 12.5 µM | 0.54% of 310,000 active | AID 743445; in the data active = inhibition above about 50%
PfHsp90 set2 = reduces growth (ATP signal) of yeast expressing P. falciparum Hsp90. 0.32% of 310,000 active. AID 504621. S. cerevisiae expressing PfHsp90, BacTiter-Glo ATP, 48 h; yeast lacking PDR1 and PDR3 efflux regulators. inhibition, % at 9.4 µM;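 active = every replicate shows inhibition above about 80%, whatever the replicate mean, limit read from the data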;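 note: 0% = DMSO neutral controls and 100% = 20 µM radicicol positive controls; yeast relying on Plasmodium falciparum Hsp90 in place of its own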
CAL PDZ FP-1 = inhibitors of human CAL PDZ peptide binding; AID 602252; Q9HD26; 0.92% of 300,000 active; inhibition, % at 24.9 µM; purified CAL PDZ, TMR-peptide fluorescence polarization, 1 h;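 active = mean inhibition of at least 30% with at least half of replicates also reaching 30%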;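 note: 0% = DMSO neutral control and 100% = excess unlabeled competitor peptide PRC23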
CAL PDZ FP-2 = blocks peptide binding to human CAL PDZ domain; 0.02% of 330,000 active; inhibition, % at 20 µM; purified CAL PDZ, TMR-peptide fluorescence polarization, 1 h; AID 504414; Q9HD26;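 active = highest replicate inhibition of at least 40%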;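 note: plate controls were DMSO neutral control wells for no effect and unlabeled competitor peptide control wells for full effect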
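Material: tagged CAL PDZ protein CerCALP, purified; buffer or medium: sodium phosphate/NaCl buffer pH 7.4 with TCEP, IgG, Thesit; also added: fluorescent TMR peptide probe; schedule: 1 h incubation at room temperature before polarization reading; technique: fluorescence polarization from S- and P-plane intensities, G-factor corrected; control set: unlabelled peptide and DMSO controls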
SR-BI DiI-HDL act = enhances SR-BI lipid uptake from DiI-HDL. activation, % at 12.5 µM. AID 504775. CHO ldlA[mSR-BI] cells, DiI-HDL uptake fluorescence, 3 h; 100 = double the neutral-control signal. 0.096% of 320,000 active;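 active = mean replicate activation of at least 60% and every replicate at or above 60%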;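 note: 0% = median plate neutral-control signal and 100% = twice that signal; values of inactives mirror those of a sister screen read the other way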
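Material: SR-BI-overexpressing, LDLR-lacking CHO cells | Dosing: Single compound concentration, delivered by pin transfer | Probe or stimulus: Labelled HDL, 10 µg/mL | Signal: Bottom-read cell fluorescence after medium removal, ex 550/em 595 nm | Schedule: 3 h, 37 °C | Evaluation: HDL uptake via cellular fluorescence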
Starred values were filed as active, the others as inactive; · = not tested or not shown; & = joins results of further samples.

The opening 3 compounds, ahead of the listing:
SMILES	Rtt109 HAT inh	SR-BI DiI inh	dFosB activator	MITF act	PvdQ acylase	NSD2 inh	PfHsp90 set2	CAL PDZ FP-1	CAL PDZ FP-2	SR-BI DiI-HDL act
O=C(C[C@@H]1C/C=C\C[C@H](NC(=O)OCC2c3ccccc3-c3ccccc32)C(=O)OC[C@H]2CCCN2C1=O)N[C@H](CO)Cc1ccccc1	-5	28	-9	12	-23	·	-34	-3	0.3	-28
CC(=O)Cc1nsc(NC(=O)c2oc(-c3ccccc3Cl)cc2C)n1	-1	15	-16	1	7	-2	-18	-1	-3.1	-15
CC(C)(C)C(=O)OCOC(=O)[C@@H]1N2C(=O)[C@@H](N=CN3CCCCCC3)[C@H]2SC1(C)C	0	-14	-5	2	-12	·	20	-1	0.4	14

This part in full (from the top)
SMILES	Rtt109 HAT inh	SR-BI DiI inh	dFosB activator	MITF act	PvdQ acylase	NSD2 inh	PfHsp90 set2	CAL PDZ FP-1	CAL PDZ FP-2	SR-BI DiI-HDL act
O=C(C[C@@H]1C/C=C\C[C@H](NC(=O)OCC2c3ccccc3-c3ccccc32)C(=O)OC[C@H]2CCCN2C1=O)N[C@H](CO)Cc1ccccc1	-5	28	-9	12	-23	·	-34	-3	0.3	-28
CC(=O)Cc1nsc(NC(=O)c2oc(-c3ccccc3Cl)cc2C)n1	-1	15	-16	1	7	-2	-18	-1	-3.1	-15
CC(C)(C)C(=O)OCOC(=O)[C@@H]1N2C(=O)[C@@H](N=CN3CCCCCC3)[C@H]2SC1(C)C	0	-14	-5	2	-12	·	20	-1	0.4	14
C=CCNC(=O)c1onc(CSc2ccc(F)cc2)c1C(=O)NCC=C	1	-5	0	-6	4	·	-6	1	-0.8	5
COCCSc1ccccc1C(=O)NCCc1ccccc1	-3	-22	-6	-4	0	-1	10	8	-3.1	22
Cc1noc(C)c1COC(=O)c1cc(F)c(F)cc1Cl	4	20	-9	2	-7	7	19	-3	-2.7	-20
COc1ccc(C(=O)c2c(-c3ccc(OC)cc3)oc3ccc(-c4ccc(OC)nc4)cc23)cc1	-6	51	-5	-4	-17	·	10	-2	-1.2	-51
Cc1c(CN2CCCC(CO)(Cc3cccc(Cl)c3)C2)cnn1C (configuration not stated)	-4	-27	-7	5	-3	2	·	-8	-0.2	27
CCN(CC)S(=O)(=O)c1cccc(NC(=O)C2SC(=Nc3ccc(C)cc3C)C(C(=O)NCC3CCCO3)=C2N)c1 (configuration not stated)	5	-22	-11	-6	-8	10	4	·	-0.4	22
O=C(Nc1cccc(F)c1)c1cccc(S(=O)(=O)N2CCOCC2)c1	-2	15	-3	10	-10	-2	·	-2	-2.0	-15
CCOC(=O)C1(Cc2cccc(F)c2)CCN(C(=O)C2CCCO2)CC1 (configuration not stated)	-8	-2	2	12	-12	-1	-21	-1	-0.3	2
O=C(CSc1nc2ccccc2n1CC(=O)NCc1ccccc1)NCc1ccco1	13	-48	5	4	-4	-6	-1	-3	0.2	48
O=C(Cn1c(=O)c2cccn2c2ccccc21)NCCc1ccccc1	27	-4	6	-3	0	1	21	1	-1.0	4
COc1cccc(C(=O)CN2C(=O)C(C)(C)Oc3ccc(C(=O)N4CCOCC4)cc32)c1	9	-15	-10	-7	-8	-3	25	-4	-2.4	15
CCC1CCCCN1CC(=O)c1c(C)[nH]c2ccc(OC)cc12 (configuration not stated)	2	-11	-3	2	-6	1	4	-13	-0.1	11
c1ccc2c(c1)ncn2Cc1nnc2sc(-c3ccc4c(c3)OCO4)nn12	-2	-1	-1	13	5	·	-4	0	-1.4	1
CCCCOc1ccc(-c2nnc(N)s2)cc1	-2	-16	-3	36	-3	0	-9	-3	-1.0	16
Cc1ccc([N+](=O)[O-])cc1NC(=O)c1ccc(CSc2ccccc2)cc1	8	-20	0	4	-4	2	-10	-3	-0.3	20
COc1ccccc1NC(=O)NS(=O)(=O)c1ccc(C)cc1	-32	10	-2	·	-14	0	-14	-8	-2.3	-10
C=C(C)CNC(=O)C1CCC(=O)N(CCCc2ccccc2)C1 (configuration not stated)	0	-5	-5	·	-15	0	14	-5	-0.1	5
CCCC12CN3CCN(CC(C3)/C1=N\NC(=O)c1ccc(C(C)(C)C)cc1)C2	-1	-7	0	-9	-14	-2	8	-2	-1.3	7
Cc1ccc(-c2nc3c(=O)n(-c4ccccc4)c4c(c(=O)n(C)c(=O)n4C)c3o2)cc1	19	18	-8	·	16	-4	-2	1	0.8	-18
O=C1c2ccccc2NC(c2ccc(F)cc2)N1Cc1ccccc1 (configuration not stated)	·	·	-15	9	-13	15	-26	-4	-1.7	·
NC(=O)c1cn(-c2ccccc2)nc1-c1cc2ccccc2oc1=O	-18	18	-10	4	-2	8	15	-1	-2.3	-18
CCOc1ccc(NC(=O)C(CC(=O)O)Cc2ccc(Br)cc2)cc1 (configuration not stated)	6	-1	-4	3	-1	-1	-24	0	-0.5	1
CCN(Cc1ccccc1)C(=O)COC(=O)c1cc(S(=O)(=O)Nc2c(C)n(C)n(-c3ccccc3)c2=O)ccc1C	20	9	-18	-8	-5	4	9	·	-0.2	-9
C[C@@H]1O[C@@H](OC[C@H]2O[C@@H](Oc3cc(O)c4c(=O)cc(-c5ccc(O)c(O)c5)oc4c3)[C@H](O)[C@@H](O)[C@@H]2O)[C@H](O)[C@H](O)[C@H]1O	7	11	12	-5	-4	·	·	-4	-0.3	-11
Cc1ccc(C(C)(O)CS(=O)(=O)Cc2ccccc2Cl)cc1 (configuration not stated)	0	10	-6	·	-4	-2	-5	-4	-1.1	-10
CCN(CC(=O)Nc1ccc(NC(C)=O)cc1)C(=O)CSC(=S)N1CCCC1	-6	-8	-6	-7	-6	-2	-13	·	-1.4	8
CN(CCc1ccccc1)C(=O)c1ccc(NC(=O)Cc2cccc(NC(=O)C3CCN(C(=O)C4CCC4)CC3)c2)cc1	-1	38	-20	1	-13	·	16	-5	0.1	-38
COC(=O)c1cnc(N)s1	15	-28	0	-1	-9	-8	-9	-4	-0.2	28
CCOC(=O)C1CCN(C(=O)C2CCN(S(=O)(=O)N3CCCC3)CC2)CC1	-6	-4	6	-3	8	-3	1	-2	0.7	4
COc1ccc(-c2nnc(-c3ccc(C)cc3)o2)cc1	·	1	-16	54	-14	0	-27	-6	-2.7	-1
O=C(CCC(=O)Nc1ccccc1)N/N=C/c1ccc2c(c1)OCO2	-6	22	8	29	-10	-1	2	-12	-1.4	-22
COc1ccc(N(C)S(=O)(=O)c2ccc(Cl)c(C(=O)NCC(C)(C)N3CCOCC3)c2)cc1	3	-16	-11	-7	-12	-1	7	-5	-1.4	16
COC(=O)Cn1cnc2c(C#N)c3n(c2c1=O)CCCCC3	-4	-13	3	0	-9	-2	·	-3	-2.1	13
COc1ccc(CNC(=O)C2(CC3CC(c4ccccc4)=NO3)CCNCC2)cc1 (configuration not stated)	0	10	-3	5	-5	·	-22	0	0.7	-10
CCCCn1c(SCC(=O)OC)nc2c1c(=O)n(C)c(=O)n2C	-1	19	-3	-5	-19	-11	17	0	·	-19
CCCCC(=O)NC1(C(F)(F)F)C(=O)N(CC(C)C)C2=C1C(=O)CC(C)(C)C2 (configuration not stated)	-7	-2	-12	11	-1	-2	-16	1	-1.6	2
C#CCC(NC(=O)c1ccc(C#N)cc1)C(=O)NCCC (configuration not stated)	-5	-2	4	2	-7	·	10	6	0.3	2
O=C(Cc1csc(N2CCOCC2)n1)N/N=C/c1cccc(O)c1	-21	-6	-7	-12	-18	1	-7	·	-4.1	6
O=C(NCc1cccc(Cl)c1)N1CCN(S(=O)(=O)c2ccccc2F)CC1	1	25	-8	10	-14	-12	-14	-7	3.7	-25
C/C(=N/NC(=O)CNC(=O)c1ccncc1)c1ccco1	5	5	-6	·	-9	-3	-18	·	0.3	-5
O=C(NCc1ccccc1)c1cccnc1	-3	-25	3	·	10	-4	3	0	-0.4	25
Nc1ccc(C(=O)O)cc1	10&-3&-1	-4&-2&-14	0&2&-2	8&5	8&1&5	·	-4&10&-14	-2&-3&1	-0.3&0.0&0.4	4&2&14
O=C(c1ccccc1F)n1c2c(c3ccccc31)CCCC2	6	68	-2	-15	-15	0	6	-3	-0.7	-68
CC(C)N1CCC(=NNC(=O)c2ccccc2[N+](=O)[O-])CC1	4	-12	3	5	-8	-3	-25	-1	-0.6	12
O=C(NCCCN1CCCC1=O)c1cccc(S(=O)(=O)Nc2ccc(Br)cc2)c1	-14	-16	-12	-4	-3	-2	6	7	-3.4	16
O=C(CSc1nccn(-c2cccc(F)c2)c1=O)Nc1ccc(Cl)cc1F	-3	·	21*	18	-19	·	55	-5	-3.4	·
CC1(C)C(C#N)=C(N)Oc2c1c(=O)oc1ccccc21	-5	·	-1	-6	-2	0	-39	6	-0.3	·
CSc1ccc(/C=C(/NC(=O)c2ccc(C)cc2)C(=O)Nc2cccc(C)c2)cc1	10	17	6	-9	4	-1	-17	1	-0.5	-17
O=C(NC(=S)Nc1ccc(CN2CCOCC2)cc1)c1ccco1	1	6	0	·	-5	-5	-7	·	0.3	-6
CCN(CC)S(=O)(=O)c1ccc(NC(=O)c2ccc(OCC3CCCO3)cc2)cc1 (configuration not stated)	12	52	-8	-16	8	-4	-3	-2	-2.8	-52
CN(C)c1ccccc1C(=O)N1CCCC(Nc2ccc(F)cc2)C1 (configuration not stated)	2	-4	-4	16	-7	9	-1	-1	-1.8	4
CCc1cccc(NC(=O)C2CCN(S(=O)(=O)c3c(C)noc3C)CC2)c1	-5	41	3	-1	-3	-2	-3	-2	-1.4	-41
COc1ccc(CNC(=O)CN2CCN(c3ccccc3)CC2)cc1	-2	-9	3	-2	4	-2	-9	-7	0.1	9
COc1cccc(C(=O)Nc2ccc3[nH]c(=O)[nH]c3c2)c1OC	-3	-7	0	-39	-12	1	-43	-1	-1.3	7
CN(C)/C=C(/C(=O)c1ccccc1Cl)S(=O)(=O)c1ccccc1	·	9	-4	·	-5	4	·	0	-0.2	-9
CCOC(=O)c1cc2n(n1)C(C(F)(F)C(F)(F)F)CC(C)N2 (configuration not stated)	23	-17	-10	-9	10	0	-15	·	0.2	17
CCCCN1C[C@H](O)[C@@H](O)[C@H](O)[C@H]1CO	2	-1	2	13	-1	·	-47	0	0.1	6
Additional structures
SMILES	Rtt109 HAT inh	SR-BI DiI inh	dFosB activator	MITF act	PvdQ acylase	NSD2 inh	PfHsp90 set2	CAL PDZ FP-1	CAL PDZ FP-2	SR-BI DiI-HDL act
CN(C(=O)CSc1nnnn1-c1ccc(O)cc1)C1CCS(=O)(=O)C1 (configuration not stated)	0	-11	-3	11	26	0	14	2	-0.6	11
COc1ccc(-c2ccc(S(=O)(=O)N3CCOCC3)cc2)cc1	0	-24	-7	-9	-21	-4	-2	3	·	24
COc1ccc(-c2[nH]ncc2CN(C)Cc2nonc2C)c(OC)c1	11	·	-6	-6	6	0	-25	3	-0.2	·
c1ccc(CNc2ncnc3c2cnn3-c2ccccc2)cc1	32	12	4	16	1	-2	1	-7	-0.8	-12
